From PubChem
Dynein cargo inh = blocks dynein driven cargo transport along microtubules | AID 1381 | z-score, hits read low | actives 0.47% (n = 220,000) | 3617.4 mouse cells, GR-EGFP nuclear translocation imaging; test concentration mostly 20 µM; stimulated with dexamethasone, 1 µM; stronger effect = lower value;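 active means plate z-score of nuclear minus cytoplasmic receptor signal below a set negative limit, without overly bright fluorescence or cell loss, cut at about -3.5 in these data, passing the limit was not always enough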;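 further: z-score of nuclear minus cytoplasmic ring GR-EGFP intensity difference per well; some compounds called inactive have numbers as strong as hits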
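Schedule: 48 h induction, then 1 h compound, then 30 min agonist, 37 °C. Buffer or medium: tetracycline-free induction medium containing charcoal-stripped FBS. Reagent: 1.0 µM final dexamethasone stimulus. Evaluation: nuclear versus cytoplasmic GR-EGFP signal, averaged per well. Signal: high-content fluorescence imaging after fixation.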
Yfh1-depleted yeast = enhancers of respiration in Yfh1-depleted yeast, dose response, Friedreich's ataxia, plus single-dose screen (AID 1465). S. cerevisiae Yfh1-off respiration, WST-1 reduction, 72 h; higher fold induction means a stronger effect. fold induction at 50 µM, or EC50 in µM where a hit was titrated. actives 0.074% (n = 220,000);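 active means fold induction of absorbance versus untreated yeast above a set limit, then at least 30% activation at any dose in follow-up; inconclusive means repeats straddling the limit, or above it without dose testing; inactive means fold induction below the set limit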;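 further: activators that raise dye reduction in frataxin-depleted yeast; strong numbers were not always called active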
AID2073 = inhibitors of Mint1-CaV2.2 protein interaction, biochemical, HTRF (AID 2073); HTRF protein-protein interaction, Mint1-CaV2.2; higher % means a stronger effect; inhibition, % at 20 µM; hits with a dose series show IC50 in µM; actives 0.19% (n = 290,000); in the data active means inhibition mostly above about 51%, no sharp cut-off; inconclusive means no clear call, values can overlap the other calls; inactive means mostly below about 53%; further: some results filed as inactive read as strong as hits
Insulin prom up = MIN6 insulin promoter up-regulation; MIN6 insulin promoter-GFP reporter, high-content imaging; stronger effect = higher value; z-score at 5 µM; actives 0.3% (n = 190,000); AID 1625;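 active means z-score above 3 at 5 µM with at least 500 cells counted in the well; inconclusive means wells under 500 cells, flagged as cytotoxic or low count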
MT stabilize HCS = microtubule stabilizers in HeLa cells. HeLa tubulin immunostaining HCS, 24 h; share of cells brighter than vehicle mean+2SD. % tubulin-high responders, % at 10 µM. actives 0.83% (n = 200,000);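 active means plate Z-score above 3 for both tubulin-high and condensed-nucleus cell shares, with cell loss under 80%, at 10 µM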;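 further: anti alpha tubulin signal scored within the nucleus-defined area of each cell; some results filed as inactive read as strong as hits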
HIV peptide binding = cell-free HIV fusion peptide-binding blockers – biochemical, uHTS, fluorescence dequenching, primary screen (AID 1986); cell-free peptide binding, fluorescence dequenching, 30 min; higher % means a stronger effect; inhibition, % at 20 µM; hits with a dose series show IC50 in µM; actives 0.3% (n = 290,000); in the data active means inhibition mostly above about 52%, no sharp cut-off; inactive means mostly below about 76%; further: some results filed as inactive read as strong as hits
Autophagy mod = modulators of autophagy | MEF GFP-LC3 puncta imaging; test concentration mostly 10 µM | calls only at 10 µM (by protocol) | actives 0.98% (n = 190,000);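 active means percentage of spot-positive cells more than 3 SD above its plate mean, without a fluorescence outlier flag or 80% toxicity; inconclusive means no clear call, values can overlap the other calls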;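 further: spot-positive cell cutoff set from DMSO-treated cells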
WT yeast gro inh = growth inhibition of WT yeast, mitochondrial fusion screen | mitochondrial fusion phenotypic screen, WT strain | inhibition, % at 10 µM | actives 2.1% (n = 190,000) | AID 1362; in the data active means inhibition above about 58%; tested in S. cerevisiae
b-catenin transl = modulators of beta-catenin nuclear translocation; HeLa beta-catenin nuclear translocation, immunofluorescence imaging; nuclear translocation activity, % at 5 µM; actives 0.3% (n = 190,000); AID 1665;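 active means nuclear translocation activity above 50% at 5 µM, with a well cell count of 50 or more; inconclusive means wells under 50 cells across six images, flagged as toxic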;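 further: per-cell ratio of nuclear to cytoplasmic median beta-catenin stain intensity; plate controls were DMSO negative control for no effect and GSK-3 inhibitor IX positive control for full effect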
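Test system: HeLa cells, endogenous beta-catenin; Compound: single 5 µM dose plus 0.02–20 µM confirmation series; Times: compound exposure 24 h at 37°C; Signal: fluorescence imaging of beta-catenin antibody stain plus DAPI; Read-out: % activation, nuclear-to-cytoplasmic median beta-catenin signal ratio per cell.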
WT yeast gro inh mutant strain = also measured in WT yeast gro inh; calls as there; inhibition, %; mitochondrial fusion phenotypic screen, mutant strain inhibition
Dynein cargo inh cytoplasmic EGFP = recorded beside Dynein cargo inh, whose call it bears; z-score; measured here: cytoplasmic GR-EGFP intensity; stronger effect = higher value
Dynein cargo inh nuclear GR-EGFP = also measured in Dynein cargo inh; calls as there; z-score; measured here: nuclear GR-EGFP intensity;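 lower value marks the stronger effect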
Dynein cargo inh cell count = second read-out of Dynein cargo inh, no call of its own (marks repeat the call); z-score; measured here: cell count per field
Insulin prom up cell count = further read-out of Insulin prom up, marked with its call; cell count; measured here: cytotoxicity, nuclei count;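 total cells summed across four imaged fields per well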
b-catenin transl cell count 5 µM = recorded beside b-catenin transl, whose call it bears; cell count; measured here: cell count, cytotoxicity flag
MT stabilize HCS Hoechst-high % = also measured in MT stabilize HCS; calls as there; % Hoechst-high responders; measured here: nuclear condensation Hoechst responders;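 share of cells brighter than vehicle mean plus two SD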
MT stabilize HCS cytotoxicity % = recorded beside MT stabilize HCS, whose call it bears; toxicity, %; measured here: cytotoxicity by cell density;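 0% = mean cell density of plate MIN control wells and 100% = no cells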
Autophagy mod cell loss 18 h = recorded beside Autophagy mod, whose call it bears; toxicity, %; measured here: cell loss, nuclei count;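 cell loss after 18 h compound exposure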
Numbers without * were called inactive; i = inactive; ? = inconclusive; / = not tested or not shown; + = active, no number.

SMILES	Dynein cargo inh	Dynein cargo inh cytoplasmic EGFP	Dynein cargo inh nuclear GR-EGFP	Dynein cargo inh cell count	Yfh1-depleted yeast	AID2073	Insulin prom up	Insulin prom up cell count	MT stabilize HCS	MT stabilize HCS Hoechst-high %	MT stabilize HCS cytotoxicity %	HIV peptide binding	Autophagy mod	Autophagy mod cell loss 18 h	WT yeast gro inh	WT yeast gro inh mutant strain	b-catenin transl	b-catenin transl cell count 5 µM
CCOC(=O)c1[nH]c(C)c(C(=O)Nc2ccccc2F)c1C	-0.9	-0.26	-0.5	1.3	/	-8%	-0.15	792	34*	26*	58*	0.4%	+	29*	13	-5	-0.2	1087
COc1cccc(CN(C)Cc2nc(C3CC3)no2)c1	0.51	-0.28	0.036	0.12	i	8%	-0.27	1476	3.2	2.2	2.6	1.5%	i	23	3	-5	0.5	1013
CCOC(=O)/C(=N\Nc1cccc(Cl)c1)Sc1nnc(-c2ccc(OC)cc2)n1C	-0.29	-0.28	-0.22	2.4	i	-19%	-0.09	1301	3.1	2.1	3.4	1.5%	i	6	10	-5	-2.6	557
O=C1c2ccccc2C(Nc2ccc(S(=O)(=O)N3CCCCCC3)cc2)N1c1ccccn1 (stereo not drawn)	0.27	0.35	0.47	-0.77	i	11%	-0.78	948	4.1	2.7	3.6	1.1%	i	9	-1	3	/	/
C=CCn1c(C)cc(C(=O)COC(=O)C2CC(=O)N(Cc3ccccc3)C2)c1C (stereo not drawn)	1.3	-0.21	1.1	-1.7	i	-4%	-0.14	1172	7.0	1.5	4.4	0.0%	i	4	0	-5	0.0	1149
NC(=O)COC(=O)/C=C/c1cccc(Br)c1	-0.54	-0.21	0.15	0.8	i	4%	-0.14	1210	4.7	2.6	6.2	0.3%	i	-1	-12	16	-0.7	1005
O=C(c1ccc(NC(=S)NCc2ccco2)cc1)N1CCOCC1	-1.4	-0.25	-0.7	1.2	i	7%	0.33	1536	3.0	1.9	2.6	-1.2%	i	-6	3	3	-0.2	1573
Cc1n[nH]c(C)c1Cc1c(F)cccc1Cl	-0.21	-0.16	0.38	-1	i	6%	/	/	/	/	/	0.6%	/	/	/	/	1.2	1224
COCCCn1c(SCC(=O)Nc2nnc(C)s2)nnc1-c1ccoc1C	-0.13	-0.2	0.029	0.038	/	-5%	-0.63	971	2.0	1.7	4.3	46%	i	-4	-3	0	-1.6	1125
CN(C)/C=N/NC(=O)c1ccccc1Cl	-0.79	-0.29	-0.37	0.46	i	-2%	-0.25	1040	/	/	/	-1.2%	/	/	/	/	-0.4	1317
Cc1ccc2c3c(c(SCC(=O)Nc4nccs4)nc2c1)CCCC3	-0.008	-0.18	-0.017	0.11	i	12%	0.13	1537	2.2	1.5	9.6	2.7%	i	1	6	5	0.0	1293
C[C@H]1C=C(C(=O)N2CCOCC2)O[C@@H](OCc2ccc(CO)cc2)C1	-0.087	-0.15	0.25	-0.42	/	12%	/	/	3.0	1.0	7.6	-0.2%	i	3	-8	-9	-2.3	1182
O=C(CN1CCOCC1)Nc1c2c(nc3c1CCC3)CCC2	0.19	0.017	-0.092	-0.53	i	-9%	0	1606	3.2	2.2	14	-1.7%	i	13	-2	-11	1.1	1247
Cn1c(=O)n(/N=C/c2ccccc2)c2ccccc21	0.46	-0.22	0.41	0.4	i	3%	-0.17	1335	1.2	2.8	8.1	-1.7%	i	2	24	3	-4.6	474
Cc1ccc(OCCn2cnc3cc([N+](=O)[O-])ccc3c2=O)cc1	-0.016	-0.19	-0.14	-0.48	i	3%	-0.06	1414	4.7	1.3	0.1	1.3%	+	6.3*	7	6	-0.2	1113
C=CCn1c(=S)[nH]c2nc3c(cc2c1=O)COC(C)(C)C3	-0.22	-0.18	0.0012	0.97	i	-10%	-0.42	1463	2.6	2.0	9.7	0.2%	i	8	-14	4	0.3	1318
O=C(NCc1ccccn1)c1ccc(/C=N/O)nc1	0.11	-0.22	0.4	0.27	i	-2%	0.51	1452	3.6	2.6	4.6	-0.6%	i	-46	14	28	-2.8	933
COc1ccc(C)cc1Cn1c(S(C)(=O)=O)nc2ccccc21	1.5	-0.26	1.2	0.39	i	5%	1.7	1964	3.9	0.9	6.5	-2.0%	i	5	-26	-40	0.1	1100
CC(OCc1ccccc1)C(NC(=O)OC(C)(C)C)C(=O)NCC1CCCO1 (stereo not drawn)	-0.13	-0.34	0.0054	0.56	i	-1%	1.3	711	4.5	3.5	10	-1.2%	i	-6	-2	-14	-3.2	1086
Cc1ccc(S(=O)(=O)NCC2COc3ccccc3O2)cc1 (stereo not drawn)	0.53	-0.052	0.44	0.089	i	15%	-0.74	1466	1.9	1.6	10	-1.7%	i	12	-6	10	4.2	987
CC(=O)N(Cc1cc2c(C)cc(C)cc2[nH]c1=O)C1CCCCC1	0.63	0.13	0.66	-0.96	i	1%	/	/	4.8	3.2	9.0	-0.7%	i	-30	98*	97*	-2.5	958
CCOC(=O)Cc1nn(C)c(=O)c2ccccc12	2.3	-0.11	0.75	-0.79	i	8%	-0.63	1251	0.8	2.6	6.2	0.1%	i	12	30	13	-4.0	1221
CCOC(=O)C1(Cc2ccc(Cl)cc2)CCN(Cc2ccon2)CC1	-0.34	-0.21	-0.29	-1.2	i	-8%	-0.24	1522	2.4	2.3	5.6	-1.8%	i	-3	3	4	0.4	1048
CCC1=NN(S(=O)(=O)c2ccc(C)cc2)C(O)(C(F)(F)F)C1 (stereo not drawn)	0.37	-0.095	0.36	-0.44	i	10%	0.08	1250	2.2	1.3	0.8	1.0%	i	2	-2	-10	-1.8	1116
c1ccc2nc(-c3ccc(N4CCOCC4)cc3)ccc2c1	/	/	/	/	i	?	1.5	1911	1.4	1.5	3.9	2.6%	i	-6	-16	-7	-0.9	1068
NC(=O)C1CCN(C2OC(=O)c3ccccc32)CC1 (stereo not drawn)	-0.17	-0.26	0.26	0.45	i	3%	/	/	5.2	0.9	8.1	-1.6%	i	17	-21	8	-5.0	1013
O=C(Nc1nnc(-c2ccco2)o1)C1CCCCC1	0.32	0.81	0.58	-0.31	i	-7%	0.43	909	8.1	3.1	6.5	-3.4%	i	2	4	5	/	/
O=C(NCc1ccccn1)c1ccco1	0.32	-0.18	0.24	-0.036	i	-2%	0.07	1110	4.1	2.1	4.0	2.3%	i	-10	0	-20	0.0	1141
COc1ccc(OCC(=O)Nc2ccc3nc(C)sc3c2)cc1	0.082	-0.11	0.068	-1.3	i	1%	-0.15	1422	2.4	1.6	9.7	-0.5%	i	-4	32	27	-1.8	1091
CCOC(=O)N1CCC(NC(=O)C2CCN(S(=O)(=O)N3CCC(C)CC3)CC2)CC1	0.73	-0.035	0.0065	-0.32	i	-5%	-1	1250	1.8	2.8	21	-1.2%	i	-4	12	-4	-2.0	1084
CCOc1ccc(Cc2nc(-c3nonc3N)no2)cc1OCC	0.64	-0.22	0.62	0.5	/	1%	0.43	1334	2.7	2.6	5.1	1.3%	i	2	12	7	0.1	1022
COC(=O)c1c(C)[nH]c(C(C)=O)c1C	-0.058	-0.25	0.078	0.51	i	4%	0.33	1213	14	5.9	5.6	2.8%	i	-14	-4	-2	6.1	1011
O=C(Cc1ccc(-n2c(=S)[nH]c3ccccc3c2=O)cc1)N1CCC(N2CCCCC2)CC1	-0.17	0.41	0.16	1.2	i	-20%	/	/	2.9	2.4	12	0.7%	i	13	0	-4	/	/
COC(=O)NNC(=O)COc1cc(C)ccc1C	0.49	0.21	0.02	-0.26	i	-2%	-0.05	1193	3.9	4.0	4.9	1.4%	i	-12	-12	-17	-1.8	557
CC(C)CC1C(C#N)=C(N)SC(N)=C1C#N	-0.28	-0.31	0.18	-0.16	i	25%	0.65	1102	3.6	2.1	9.9	1.0%	i	16	-9	-2	-1.6	1170
CNC(=O)COC(=O)c1nc(-n2nc(C)cc2C)ccc1Cl	-0.06	-0.065	-0.071	-0.68	i	3%	-0.11	1695	1.8	1.2	8.9	4.2%	i	6	26	-7	-0.9	1310
CN(CCC#N)S(=O)(=O)c1ccc2c(c1)c(=O)n(C)c(=O)n2C	-0.22	0.33	0.24	-0.024	i	-1%	-0.11	906	1.7	1.6	12	-1.0%	i	-8	7	17	/	/
COc1cc(/C=C(\C#N)C(=O)NCC2CCCO2)ccc1OC(C)C (stereo not drawn)	0.23	-0.22	0.4	-0.98	i	-7%	0.09	1387	2.4	2.3	6.0	-1.4%	i	-12	-36	4	-0.1	903
O=C(NCCCN1CCOCC1)NC12CC3CC(CC(C3)C1)C2	-1.4	-0.18	-0.41	2.7	i	-5%	/	/	6.7	1.8	4.0	-1.3%	i	-12	7	-13	-7.9	1048
CCOc1ccc(NCCC(=O)c2ccc3c(c2)OCO3)cc1	-1.1	-0.25	-0.59	1.2	i	-17%	0.38	1122	3.0	2.1	4.4	-2.9%	i	-5	2	0	-0.2	905
